Source: PubChem BioAssay (several laboratories)
HMGR II inh – inhibitors of class II HMG-CoA reductase from Enterococcus faecalis. 190,000 compounds, 0.41% hits. inhibition, % at 10 µM. AID 1066. purified E. faecalis HMGR, NADPH absorbance 340 nm kinetic;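 active = inhibition above a set limit, the median over all tested compounds plus 3 SD, cut at about 9.5% in these data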;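 note: enzyme runs in reverse so mevalonate oxidation gives rising NADPH absorbance; 0% = complete reaction with DMSO and 100% = background rate lacking mevalonate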
TNAP inh hi DEA – TNAP (human) inhibition, high acceptor; purified TNAP, CDP-star luminescence, 1 M DEA; inhibition, % at 20 µM; 200,000 compounds, 0.03% hits;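 active = over 50% inhibition of tissue-nonspecific alkaline phosphatase at 20 µM in the single-dose screen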;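 note: plate controls were DMSO wells for no effect and EDTA-quenched wells as full inhibition for full effect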
Target sequence (P05186 whole entry, looked up): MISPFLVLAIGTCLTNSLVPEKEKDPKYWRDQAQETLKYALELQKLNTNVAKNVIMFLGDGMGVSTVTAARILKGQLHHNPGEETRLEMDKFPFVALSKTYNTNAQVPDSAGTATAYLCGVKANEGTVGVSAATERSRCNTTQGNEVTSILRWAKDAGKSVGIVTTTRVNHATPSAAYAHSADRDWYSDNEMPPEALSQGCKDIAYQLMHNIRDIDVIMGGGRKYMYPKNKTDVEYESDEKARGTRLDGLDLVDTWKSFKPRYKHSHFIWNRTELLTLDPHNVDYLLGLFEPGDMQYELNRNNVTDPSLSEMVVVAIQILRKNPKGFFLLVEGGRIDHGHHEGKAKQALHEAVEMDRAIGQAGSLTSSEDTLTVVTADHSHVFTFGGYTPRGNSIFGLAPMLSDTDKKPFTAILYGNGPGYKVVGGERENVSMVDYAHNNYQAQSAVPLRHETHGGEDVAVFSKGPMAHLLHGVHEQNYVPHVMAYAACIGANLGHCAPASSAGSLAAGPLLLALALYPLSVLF
PPARg SRC3 recr – agonists of human PPARgamma SRC-3 coactivator recruitment | P37231 | activation, % at 8 µM | biochemical PPARgamma/SRC-3 coactivator recruitment assay | 200,000 compounds, 0.26% hits; in the data active = activation above about 23%;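 note: 0% = DMSO and 100% = reference agonist; some compounds past the cut are filed as inactive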
Target sequence (P37231 whole entry, looked up): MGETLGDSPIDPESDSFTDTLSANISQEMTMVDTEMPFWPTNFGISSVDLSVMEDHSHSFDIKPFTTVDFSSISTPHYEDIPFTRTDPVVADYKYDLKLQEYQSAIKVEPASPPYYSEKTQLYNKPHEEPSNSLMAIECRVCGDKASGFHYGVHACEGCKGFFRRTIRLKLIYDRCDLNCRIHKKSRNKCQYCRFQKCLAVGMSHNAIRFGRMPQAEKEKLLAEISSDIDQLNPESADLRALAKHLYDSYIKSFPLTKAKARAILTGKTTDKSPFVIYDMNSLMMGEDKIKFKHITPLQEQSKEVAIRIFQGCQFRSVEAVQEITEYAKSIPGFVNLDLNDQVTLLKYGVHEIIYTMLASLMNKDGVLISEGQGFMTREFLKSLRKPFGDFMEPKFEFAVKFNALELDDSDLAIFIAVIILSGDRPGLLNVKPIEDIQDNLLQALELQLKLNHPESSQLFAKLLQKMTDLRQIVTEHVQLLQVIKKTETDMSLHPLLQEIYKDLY
PPARg SRC-1 ag – agonists of human PPARgamma SRC-1 coactivator recruitment. P37231. PPARgamma-SRC-1 coactivator recruitment biochemical assay. activation, % at 8 µM. 200,000 compounds, 0.41% hits. AID 631; in the data active = activation above about 19%;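 note: 0% = DMSO and 100% = reference agonist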
PPARg SRC-2 ag – promotes SRC-2 coactivator recruitment by human PPARgamma; 200,000 compounds, 0.34% hits; PPARgamma LBD-SRC-2 recruitment, biochemical; AID 1032; activation, % at 8 µM; P37231; in the data active = activation above about 22%;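 note: 0% = vehicle and 100% = reference agonist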
SRC2 TRFRET art – TR-FRET artefact, counter-screen to PPARgamma/SRC-2 agonist assay. hits give high values. TR-FRET ratio at 8 µM. 200,000 compounds, 0.4% hits. AID 1049; in the data active = TR-FRET ratio above about 2000; note: inactives centre near 1500
TNAP inh noacc – TNAP (human) inhibition, acceptor-free conditions. P05186. inhibition, % at 20 µM. 200,000 compounds, 0.26% hits. purified TNAP, CDP-star luminescence, 30 min;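 active = tissue-nonspecific alkaline phosphatase inhibition above about 50% at 20 µM in the single-dose screen, limit read from the data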;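 note: 0% = DMSO negative control and 100% = EDTA positive control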
bIAP inh – blocks bovine intestinal alkaline phosphatase activity; purified bovine IAP, CDP-star luminescence, 30 min; inhibition, % at 20 µM; 190,000 tested, under 10 active; AID 1019;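 active = over 50% inhibition of intestinal alkaline phosphatase at 20 µM in the single-dose screen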
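Assay system: bovine IAP enzyme; medium: DEA buffer 100 mM, pH 9.8, with MgCl2 1.0 mM, ZnCl2 0.02 mM; doses: 20 µM single dose; incubation: enzyme reaction for 30 min at room temperature; detection: CDP-star luminescence signal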
bIAP activator – intestinal alkaline phosphatase (bovine) activation | activation factor at 20 µM | AID 1016 | purified bovine IAP, CDP-star luminescence, 30 min; hits give high values; fold of DMSO-control signal, blank-subtracted | 200,000 compounds, 0.17% hits;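 active = activation factor of 2 or more at 20 µM, a signal rise over negative controls twice the positive control's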
TNAP act hiacc – activators of human TNAP at high phosphate acceptor concentration. purified TNAP, CDP-star luminescence, 1 M DEA, 30 min; hits give high values; 0 = EDTA background, 1 = DMSO-only activity. activation factor at 20 µM. 200,000 tested, under 10 active. AID 1136;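 active = activation factor at least 2 at 20 µM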
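Dosing: 20 µM single point. System: human TNAP. Amount: TNAP 1/800 final. Incubation: 30 min, room temperature. Read-out: TNAP activation factor scaled between EDTA and DMSO control wells. Signal: luminescence from CDP-star hydrolysis. Medium: 1 M DEA, pH 9.8, Mg2+, Zn2+. Control set: EDTA negative control, DMSO positive control.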
* hit, by the source's call; nt = no result given.

SMILES	HMGR II inh	TNAP inh hi DEA	PPARg SRC3 recr	PPARg SRC-1 ag	PPARg SRC-2 ag	SRC2 TRFRET art	TNAP inh noacc	bIAP inh	bIAP activator	TNAP act hiacc
COc1ccc(CCNC(=O)CSc2nc(C)nc3c2c(=O)n(C)c(=O)n3C)cc1OC	nt	1	nt	nt	nt	nt	-4	10	0.9	1
CC1(CCc2ccc3c(c2)OCO3)NC(=O)c2ccccc2N1 (stereo not given)	-6	-2	-2	8	8	1663	-12	-15	1.2	1
Oc1c(Cl)cc(Cl)cc1/C=N/Nc1ncc(Br)cn1	-1	6	7	2	7	1578	-75	-17	1.2	0.9
CSc1ccccc1NC(=O)Cc1ccc(Br)cc1	-4	-4	-8	-3	-8	1336	-8	18	0.8	1
Cc1ccsc1C1NC(=O)c2c(sc3c2CCN(C)C3)N1 (stereo not given)	1	1	-5	1	-4	1597	-5	11	0.9	1
COc1ccc(/C=C/C(=O)Nc2ccc(C34CC5CC(CC(O)(C5)C3)C4)cc2)cc1OC	-5	-5	1	8	13	1651	-4	-1	1	1
Cc1ccc(NC(=O)CSc2nc(NS(=O)(=O)c3ccccc3)cc(=O)[nH]2)cc1	0	-6	-1	3	4	1376	-14	31	0.7	1.1
O=C(c1ccc(COc2c(F)c(F)c(F)c(F)c2F)o1)N1CCOCC1	-3	-6	14	8	10	1644	-16	3	1	1.1
CCS(=O)(=O)N1Cc2ccccc2CC1C(=O)Nc1ccc(C)cc1 (stereo not given)	1	-5	-3	-5	5	1559	-14	5	1	1.1
COc1ccc(OC)c(NC(=S)NCCN2CCOCC2)c1	-4	7	1	7	2	1630	-17	22	0.8	0.9
CN1CCN(CC(=O)N2N=C(c3cccs3)CC2c2ccco2)CC1 (stereo not given)	1	-4	7	2	0	1461	-5	-14	1.1	1
O=C(CSc1nc2ccc(Cl)cc2o1)NCc1ccc2c(c1)OCO2	-2	-2	-1	1	5	1532	-12	1	1	1
Cc1ccc(SCCNS(=O)(=O)c2ccc3c(c2)OCCO3)cc1	-1	-5	-4	2	0	1721	-7	41	0.6	1.1
O=C(COC(=O)C1=COCCO1)Nc1ccccc1	1	-5	-3	-1	-6	1498	-11	3	1	1
CCOCC(=O)Nc1nnc(C2CCCCC2)s1	-4	0	14	1	15	1484	-10	6	0.9	1
O=C(O)c1cccc(NC(=O)c2ccc3c(c2)C(=O)N(CC2CCCO2)C3=O)c1 (stereo not given)	-1	-7	0	2	8	1528	-12	1	1	1.1
Clc1cccc(N=C2NN=C(c3ccc4c(c3)OCCO4)CS2)c1	3	3	5	7	-3	1632	0	19	0.8	1
CN(C)S(=O)(=O)c1ccc2c(c1)c(=O)c(C(=O)NCCCN1CCCCCC1)cn2C	-1	-3	1	0	10	1479	-15	-5	1	1
COCCN1C(=O)c2ccccc2C(C(=O)N2CCN(c3ccccc3)CC2)C1c1ccc(F)cc1 (stereo not given)	2	-3	-5	0	6	1426	-8	34	0.7	1
COc1ccc2[nH]c(CN3CCN(C(C)C)C(CCO)C3)c(C)c2c1 (stereo not given)	-2	-7	-1	2	-6	1568	-7	-1	1	1.1
CC1(C)CC2CC(C)(CN2c2ncnc3ccc(Br)cc23)C1 (stereo not given)	-6	-2	9	7	14	1683	-4	5	0.9	1
CCN(CC)C(=O)CC(c1ccccc1)c1ccco1 (stereo not given)	-4	0	0	-2	-11	1586	-7	5	0.9	1
CCCCC(CC)CNC(=O)c1ccc2c(c1)OCO2 (stereo not given)	-1	1	-5	3	-3	1548	-9	39	0.6	1
Cc1cccc(C)c1NC(=O)c1cccc2c1-c1ccccc1C2=O	-7	-2	-1	10	0	1551	-16	13	0.9	1
Cc1ccc(C(=O)NNC(=O)C2CCN(c3nc(C)cc(C)n3)CC2)cc1	-4	-4	1	-2	-7	1468	-17	-19	1.2	1
O=C(O)C1C2C=CC(C2)C1C(=O)NCc1ccc2c(c1)OCO2 (stereo not given)	0	-2	-6	-6	0	1313	-8	10	0.9	1
Cc1ccc2nc(-c3cccnc3)c(NC3CCCCC3)n2c1	-4	-2	3	-3	-12	1562	-23	0	1	1
Cn1cccc1C(=O)C(=O)Nc1ccc(Cl)cc1	-3	0	13	3	2	1667	-6	6	0.9	1
CC1(C)Cc2ccccc2-c2nnc(SCC(=O)Nc3nc4ccccc4s3)n21	0	32	1	3	-2	1452	4	-6	1.1	0.7
CCCNS(=O)(=O)c1ccc(C(=O)NCC2CCCO2)cc1 (stereo not given)	1	-2	2	2	1	1559	-13	9	0.9	1

Reprinted from the part before: 3 compounds; new compounds follow.
SMILES	HMGR II inh	TNAP inh hi DEA	PPARg SRC3 recr	PPARg SRC-1 ag	PPARg SRC-2 ag	SRC2 TRFRET art	TNAP inh noacc	bIAP inh	bIAP activator	TNAP act hiacc
Cn1cccc1C(=O)C(=O)Nc1ccc(Cl)cc1	-3	0	13	3	2	1667	-6	6	0.9	1
CC1(C)Cc2ccccc2-c2nnc(SCC(=O)Nc3nc4ccccc4s3)n21	0	32	1	3	-2	1452	4	-6	1.1	0.7
CCCNS(=O)(=O)c1ccc(C(=O)NCC2CCCO2)cc1 (stereo not given)	1	-2	2	2	1	1559	-13	9	0.9	1
Cn1c(=O)c2c(nc(NCCCO)n2C/C=C/c2ccccc2)n(C)c1=O	0	-5	4	0	3	1626	-5	0	1	1.1
Cc1sc2nc(CN3CCCC3)nc(N3CCN(S(=O)(=O)c4cccs4)CC3)c2c1C	0	-8	-14	3	-19	1574	-14	0	1	1.1
Cc1cccc(S(=O)(=O)NCC2CCCO2)c1 (stereo not given)	-2	4	3	6	2	1444	-4	7	0.9	1
O=C(Nc1nnc(-c2ccc(F)cc2)s1)C1CCN(S(=O)(=O)c2ccc(Cl)cc2)CC1	-8	0	-2	-8	6	1494	-8	-11	1.1	1
O=C(COC(=O)CCC(=O)c1ccc2c(c1)OCCO2)NCc1ccc2c(c1)OCO2	-1	-6	-3	-4	-6	1533	-15	8	0.9	1.1
C/C(CC(=O)Nc1ccccc1C)=N\NC(=O)Cc1csc(N)n1	1	-3	14	1	4	1616	-3	-2	1	1
CCN(CC)S(=O)(=O)c1cccc(-c2nnc(SCCOc3ccc(Cl)cc3)o2)c1	-2	1	3	5	2	1748	0	4	1	1
Cc1ccc(Cc2cnc(NC(=O)C3CCCO3)s2)cc1 (stereo not given)	-1	-2	4	2	5	1499	3	-2	1	1
CC(C)(C)NC(=O)N1CCC(CO)(Cc2ccccc2Cl)CC1	-1	-1	0	-1	2	1425	-5	0	1	1
Cc1cc(Nc2ccc(Br)cc2)n2nc(C)nc2n1	-6	-3	2	8	5	1681	-2	10	0.9	1
Cc1ccc(S(=O)(=O)N2CCC(=O)N(C(CO)C(C)C)CC2)cc1 (stereo not given)	2	-5	4	7	9	1615	-9	0	1	1
O=C(CNC(=O)c1cccs1)NCC(=O)OCC(=O)c1ccc([N+](=O)[O-])cc1	-1	-1	9	-1	4	1477	-5	3	1	1
O=S(=O)(Cc1ccccc1)N1CCCC(c2nc(-c3ccc(F)cc3)no2)C1 (stereo not given)	5	-8	1	-2	2	1646	2	4	1	1.1
O=C(Cc1c(O)c2ccccc2[nH]c1=O)NCc1ccccc1	2	-4	3	4	9	1650	-2	6	0.9	1
Cc1cc(NC(=O)CSc2nc(-c3ccccc3Cl)nc3c2c(=O)n(C)c(=O)n3C)no1	-2	-2	3	0	1	1650	5	-4	1	1
Cc1cc(C)cc(NC(=O)CCN2CC(C)OC(C)C2)c1 (stereo not given)	-1	-1	-8	10	-1	1753	-10	8	0.9	1
Nc1nonc1-c1nc2ccccc2n1Cc1ccc(F)cc1	0	-8	-19	-5	-8	1567	-11	2	1	1.1
Cc1ccc(C)c(N2C(=O)CS/C2=N\NC(=O)c2ccccc2Cl)c1	-2	-2	9	5	-1	1511	-11	2	1	1
CN(C)c1ccc(/C=C(\Cl)c2nc3ccccc3s2)cc1	-3	15	-3	3	5	1502	18	-5	1.1	0.9
COc1ccc(/C=C/C(=O)c2c(O)c(OC)c3occc3c2OC)cc1	-5	-2	10	9	11	1598	2	-2	1	1
COc1ccccc1N1CCN(C(=O)C2CCN(S(=O)(=O)c3ccc(C)cc3)CC2)CC1	4	-5	0	1	1	1670	-10	4	1	1.1
O=C(NC1CCCC1)C(c1ccccc1F)N(C(=O)c1ccco1)C1CCCC1 (stereo not given)	1	-7	0	4	-1	1473	-4	-5	1	1.1
CCc1ccc(NC(=O)CSc2nc3c(c(=O)n(C)c(=O)n3C)n2C)cc1	0	-1	6	-2	8	1535	-4	14	0.9	1
CC(=O)Nc1cccc(NS(=O)(=O)c2cccc3nsnc23)c1	1	2	1	3	-3	1755	-5	10	0.9	1
Cc1nn(-c2ccccc2)c2sc(C(=O)N(Cc3ccco3)C(C)C(=O)NC(C)(C)C)cc12 (stereo not given)	-2	-3	9	10	4	1676	-15	2	1	1
CCn1c(C(=O)N2CCC(C(=O)NCCCSC3CCCCC3)CC2)cc2sccc21	-6	-11	-3	6	4	1608	-23	-25	1.2	1.1
COC(=O)c1cccc(Cn2c(Cl)c(/C=N/NC(=O)c3ccccc3Cl)sc2=O)c1	3	-5	-12	0	-6	1482	1	6	0.9	1
CCCCCCn1c(=O)c(Cc2ccccc2)c(O)c2ccccc21	3	-3	2	5	-2	1650	-20	5	0.9	1
COc1ccc2nc3oc(C(=O)Nc4ccc(OC)c(OC)c4)cc3cc2c1	-2	-1	-4	-2	5	1654	-13	2	1	1
N#Cc1ccc(C(c2nnnn2CCc2ccccc2)N2CCCCCC2)cc1 (stereo not given)	-3	-5	-8	2	2	1427	-11	43	0.6	1.1
Cc1ccc(CSc2nn3c(=O)c(C)nnc3s2)cc1	-1	-1	6	2	4	1476	-8	14	0.9	1
Cc1ccc(NC(=O)COC(=O)c2cccc3c(=O)c(C)c(-c4ccccc4)oc23)cc1	-4	-8	1	-6	0	1782	0	-8	1.1	1.1
CCCC(CCC(=O)Nc1nccs1)C(=O)O (stereo not given)	-3	-8	1	1	-4	1528	-12	-2	1	1.1
CC1CN(c2oc(Cc3cccc4ccccc34)nc2C#N)CC(C)O1 (stereo not given)	-6	0	1	-1	1	1822	-6	-6	1.1	1
CC(=O)c1cn(CC(=O)Nc2ccc(C)cc2)c2ccccc12	3	-7	-5	7	-3	1510	-13	17	0.8	1.1
CCCOc1ccc(/C=N/Nc2ccccn2)cc1OC	-4	7	-1	2	2	1404	1	-4	1	0.9
Cc1noc(C)c1COc1cccc(C(=O)Oc2ccc3c(c2)OCO3)c1	4	-2	-6	5	-3	1295	-11	14	0.9	1

Quoted from the listing (three entries):
SMILES	HMGR II inh	TNAP inh hi DEA	PPARg SRC3 recr	PPARg SRC-1 ag	PPARg SRC-2 ag	SRC2 TRFRET art	TNAP inh noacc	bIAP inh	bIAP activator	TNAP act hiacc
Cc1ccc(CSc2nn3c(=O)c(C)nnc3s2)cc1	-1	-1	6	2	4	1476	-8	14	0.9	1
Cc1ccc(NC(=O)COC(=O)c2cccc3c(=O)c(C)c(-c4ccccc4)oc23)cc1	-4	-8	1	-6	0	1782	0	-8	1.1	1.1
CCCC(CCC(=O)Nc1nccs1)C(=O)O (stereo not given)	-3	-8	1	1	-4	1528	-12	-2	1	1.1
